PGC1a acetyl inh: PGC1a acetylation modulation, inhibitor mode; inhibition, % at 15.6 µM; AID 651687; actives 0.17% (n = 350,000); U2OS PGC1a acetylation, AlphaScreen anti-acetyl-lysine; with virally co-expressed GCN5 acetyltransferase;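 active means every replicate shows inhibition of at least 40%; inconclusive means mean inhibition at least 40% but some replicate below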;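 further: 0% = neutral control wells and 100% = positive control wells; some results beyond the cut were filed as inactive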
FN deposit inh: fibronectin deposition inhibition; actives 0.086% (n = 350,000); AH1F fibroblasts, Alexa488-fibronectin deposition fluorescence, overnight; inhibition, % at 12.6 µM; AID 743247;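 active means mean inhibition across replicates of 30% or more, regardless of how many single replicates reach that level; inconclusive means mean under 30% yet at least half of replicates reach 30%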;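 further: positive control wells lacked labelled fibronectin entirely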
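Material: AH1F fibroblasts assembling fluorescent fibronectin matrix; amount: 10000 AH1F cells/well; medium: DMEM, 2% serum; reagent: Alexa488-fibronectin, 24 nM final in well; dosing: single compound dose, delivered by pin transfer; incubation: 1 h adhesion, overnight exposure; detection: fluorescence after three HBSS washes, excitation 485 nm, emission 525 nm; measure: fibronectin deposition inhibition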
PglD inh: inhibitors of Campylobacter jejuni PglD acetyltransferase; purified PglD enzyme, DTNB colorimetric CoA detection; inhibition, % at 12.5 µM; actives 0.098% (n = 360,000); AID 602405; in the data active means inhibition above about 16%, passing the limit was not always enough; inconclusive means no clear call, values can overlap the other calls; further: strong numbers were not always called active
An asterisk follows results filed as active; ? = inconclusive.

smiles	PglD inh	PGC1a acetyl inh	FN deposit inh
CC(C)(C)c1ccc(OCc2nc(-c3ccccn3)no2)c(Br)c1	3.9	-11.4	6.2
COC(=O)NCCOc1nc(N(C)C)nc(N(C)C)n1	-2.5	-0.3	-28.4
CCc1ccc(-c2nn[nH]n2)cc1	4.6	-1.5	-6.7
N#CC1=C(N)Oc2c(oc(CO)cc2=O)C12C(=O)Nc1ccc(Cl)cc12 (configuration not stated)	4.2	-2.4	-2.9
COc1ccc(Cl)cc1N(CC(=O)N1CCN(Cc2ccccc2)CC1)S(C)(=O)=O	-1.6	1.0	4.1
CCOC(=O)N1CCN(C(=O)C(NC(=O)c2ccc(CC)cc2)C(C)C)CC1 (configuration not stated)	-0.4	3.9	-5.6
COc1ccc(C(C(=O)Nc2ccc(C(C)C)cc2)N(C)C(=O)CNC(C)=O)cc1 (configuration not stated)	-0.2	-2.9	10.6
COC(=O)c1sc(S(=O)(=O)N2CCN(c3ccccc3)CC2)c(C(=O)OC)c1C	5.2	-13.1	-5.2
CC1(c2ccccc2)NC(=S)N2C1NC(=S)N2c1ccccc1 (configuration not stated)	-0.3	2.7	-12.6
Cn1nc(-c2ccccc2)c(C(O)c2ccc(Cl)cc2)c1Cl (configuration not stated)	-1.7	-21.6	0.9

smiles	PglD inh	PGC1a acetyl inh	FN deposit inh
COc1cccc2c1OC1(C)CC2NC(=O)N1 (configuration not stated)	-2.3	2.0	8.9
CC(O)c1nc2ccccc2n1Cc1nnc(-c2ccc(Cl)cc2)o1 (configuration not stated)	-2.5	8.2	-8.1
CS(=O)(=O)N1CCC(C(=O)Nc2ccc(Cl)c(C(F)(F)F)c2)CC1	5.4	3.9	-7.8
COc1ccc(N(C2CSC2)S(=O)(=O)c2ccccc2)cc1	2.0	-16.8	9.3
COc1ccc(-c2cc(C(F)(F)F)nc(-n3cc(Br)cn3)n2)cc1	-2.1	-2.5	-69.8
COc1cccc(C2=NOC(C(=O)Nc3ccc(OC)c(OC)c3)C2)c1 (configuration not stated)	2.4	-2.8	6.4
CCOc1cc2[nH]c(=S)n(Cc3ccc(C(=O)NCC(OC)OC)cc3)c(=O)c2cc1OCC	-0.4	-1.2	-7.5
Cc1cccc(N/C(N)=N/c2nc(C)cc(C)n2)c1	0.5	0.4	4.5
C=CCN(C(=O)Nc1ccc(F)cc1)C1CC(=O)N(c2ccc(OC)cc2)C1=O (configuration not stated)	-2.1	-15.9	2.2
CSc1oc(-c2ccccc2)nc1C(N)=O	4.1	9.0	-5.0

smiles	PglD inh	PGC1a acetyl inh	FN deposit inh
O=C(CCC(=O)c1cccs1)NCc1ccccc1	-5.2	8.3	-46.0
CC(=O)c1cc(CN2C(=O)c3ccccc3C2=O)cs1	0.5	3.7	-9.4
c1ccc(C2C3=C(CCCC3)Nc3ncnn32)cc1 (configuration not stated)	1.6	5.0	3.6
CCC(C)n1c(C)nc2c(c1=O)c1nc3ccccc3nc1n2CCC1=CCCCC1 (configuration not stated)	2.2	1.5	4.7
O=S(=O)(c1ccc(-c2cn3ccccc3n2)cc1)N1CCOCC1	-2.1	5.1	-7.7
CCC(=O)N1CC23C=CC(CC2CC12CCCCC2)O3 (configuration not stated)	-9.2	5.0	-1.7
CC(=O)NCCn1c(SCC(=O)NCCC2=CCCCC2)nc2ccccc2c1=O	-1.6	3.9	11.3
Cc1c(-c2ccc(F)cc2)nc(N)c(C#N)c1-c1ccco1	-1.1	3.8	-0.3
N/C(CC(=O)Nc1cccc(C(F)(F)F)c1)=N/O	-1.9	-4.4	2.8
COc1ccc(-n2c(SCC#N)nnc2-c2cccnc2)cc1	-4.5	?	-23.6

smiles	PglD inh	PGC1a acetyl inh	FN deposit inh
Cc1onc(-c2ccccc2Cl)c1C(=O)N/N=C(\N)COc1ccc(Cl)cc1	3.5	3.2	5.4
c1ccc2c(c1)OCC(c1nn3cnnc3s1)O2 (configuration not stated)	-7.6	-0.6	0.0
N=c1n(CCO)c2ccccc2n1Cc1ccccc1Cl	3.5	7.0	21.7
CCOC(=O)C(CCC#N)(CCC#N)C(=O)OCC	-7.3	4.0	8.2
Cc1ccc2nc(C(=O)O)c(C(=O)O)nc2c1	-2.7	-5.8	6.9
COc1ccc(OC)c(-c2cc(C3CCN(c4cc(Cl)nc(N)n4)CC3)[nH]n2)c1	-3.9	10.9	1.0
COc1cccc(CNC(=O)Cc2c(C(=O)O)[nH]c3ccccc23)c1	-3.8	-2.9	0.8
O=C(CSc1nc2ccsc2c(=O)n1NC(=O)c1ccccc1)Nc1nccs1	-1.2	4.3	2.0
CSCCC(NS(=O)(=O)c1ccc(Cl)cc1)C(=O)OCC(=O)NC12CC3CC(CC(C3)C1)C2 (configuration not stated)	-2.8	2.5	8.9
CCOc1ccc(NC(=S)N(Cc2ccc(Cl)cc2)Cc2ccco2)cc1	-4.1	-8.7	-4.7

smiles	PglD inh	PGC1a acetyl inh	FN deposit inh
O=C(NC1CCN(C(=O)NCc2ccccc2)CC1)c1ccco1	3.2	6.3	-2.4
CCOC(=O)CNC(=O)C(NC(=O)C1CCC(C)CC1)C(C)CC (configuration not stated)	-2.1	8.8	-7.3
COc1ccc(NC(=O)C(c2ccc(C)cc2)N(C)C(=O)CNC(C)=O)cc1 (configuration not stated)	-3.6	-6.3	-8.7
CC(=O)NCC(=O)OC(C)C(=O)Nc1ccc(C(C)=O)cc1 (configuration not stated)	1.0	18.4	8.5
CC1CN(C2CCN(C(=O)COc3ccccc3)CC2)CC(C)O1 (configuration not stated)	-2.2	10.8	20.3
Cc1ccc2nc(N3CCN(Cc4ccc(F)cc4)C3=O)c(C)cc2c1	5.4	9.3	-8.7
CC(C)CCNc1nc2c(cc1C#N)COC(C)(C)C2	8.0	-3.4	-1.1
COCCCNc1nc2ccccc2nc1NS(=O)(=O)c1cccs1	-8.0	35.9	-0.7
O=C(Cc1ccc(Cl)c(Cl)c1)OCC(=O)c1ccc[nH]1	-4.8	0.6	-9.2
CCc1cccc(C)c1NC(=O)CCCC(=O)O	2.4	-8.0	10.2

smiles	PglD inh	PGC1a acetyl inh	FN deposit inh
O=C1CCC(C(=O)NCCCn2ccnc2)N1 (configuration not stated)	-5.1	5.2	-5.3
CC1CC(C)(C)NCCNC(C)CC(C)(C)NCCN1 (configuration not stated)	5.0	3.8	-1.6
O=C(OCCN1C(=O)c2ccccc2C1=O)c1ccco1	-322.8	13.2	0.1
NC1=NC2(CCCCC2)N=C(Nc2ccc(F)cc2F)N1	8.7	-2.3	9.3
COc1ccccc1CC(=O)NC1CC(C)(C)NC(C)(C)C1	-7.1	8.2	-6.8
COC(=O)CNc1nc(-c2ccncc2)nc2ccccc12	6.5	-15.1	4.6
CCOC(=O)N1CCN(C(=O)CSCc2nc(-c3ccccc3F)oc2C)CC1	5.5	1.7	-7.3
CCc1ccc(C(=O)COC(=O)c2ccc(-c3nnc(-c4ccccc4)o3)cc2)cc1	-0.8	12.9	-3.9
O=C(N/N=C/C=C/c1ccco1)C(O)c1ccccc1 (configuration not stated)	-4.7	1.2	-6.0
N#Cc1cn(-c2ccccc2)nc1-c1ccco1	-2.7	-0.4	-1.2

smiles	PglD inh	PGC1a acetyl inh	FN deposit inh
CC(C(=O)Nc1sc2c(c1C(=O)NCc1ccco1)CCCC2)N1C(=O)c2ccccc2C1=O (configuration not stated)	-4.6	-1.0	-5.3
Cc1cc(C)n(-c2nc3c(c(=O)[nH]c(=O)n3C)n2CC(O)COc2ccccc2C)n1 (configuration not stated)	1.6	12.9	4.3
Cc1c(C(=O)NCc2ccc3c(c2)OCO3)oc2ccc(Br)cc12	4.7	-3.4	-6.6
Cc1ccc(C2=NNC(C(O)C(O)C(O)C(O)CO)S2)cc1 (configuration not stated)	1.7	-0.1	-7.3
COc1ccc(N2CCN(C(=N)/C(C(C)=O)=C(\C)O)CC2)cc1	2.4	3.6	16.5
COn1c(SCC(=O)N(C)C)nc2ccccc2c1=O	-2.9	4.0	11.1
CCOCCCNC(=O)CCCOc1ccccc1	1.8	-2.5	-5.4
O=C(CN1CCN(Cc2ccc(F)cc2Cl)C1=O)NCCc1ccc(Cl)cc1	1.3	3.7	9.4
N#CC1=C(N)N=C(SCc2cccc3ccccc23)C(C(N)=O)C12CCCCC2 (configuration not stated)	2.0	-9.5	1.7
O=C(OC1CCN(c2ncc(C(F)(F)F)cc2Cl)CC1)c1ccccc1	-6.6	2.1	-35.4

smiles	PglD inh	PGC1a acetyl inh	FN deposit inh
Cc1c(NS(=O)(=O)c2cccc(C(=O)NCc3ccccc3)c2)c(=O)n(-c2ccccc2)n1C	-7.2	0.9	-8.5
NC(=O)CSc1nc(N)c2c3c(sc2n1)CCCCC3	3.2	-2.6	19.3
COc1cccc2cc(-c3nnc(SCC(=O)NCCc4ccccc4)n3C)oc12	-1.3	-23.7	2.3
COCC(=O)NC1CCN(CC(=O)Nc2ccc(OC)cc2[N+](=O)[O-])CC1	2.5	-20.9	4.3
Cc1ccc2c(c1)nnn2C1CCN(CC(=O)N2CCN(c3ccc(F)cc3)CC2)CC1	-0.2	-26.3	2.0
O=C(O)C1CC(=O)N(c2ccc3c(c2)OCCO3)C1 (configuration not stated)	-1.3	-12.1	0.8
O=C(COc1ccc(Cl)cc1)NCc1nnc(SCC(=O)Nc2ccc3c(c2)OCCO3)o1	0.9	9.8	-43.8
CC1(C)CC(=O)C(C=NCC2CCCO2)=C(O)C1 (configuration not stated)	-1.7	-2.6	3.4
CC(=O)CC(=O)NC(=NC1CCCCC1)Nc1nc(C)cc(C)n1	4.6	-5.2	-8.5
COc1ccc(S(=O)(=O)Nc2ccccc2SC)cc1C	6.5	-6.4	-0.5

smiles	PglD inh	PGC1a acetyl inh	FN deposit inh
O=C1CC(N2CCN(c3cccc(C(F)(F)F)c3)CC2)C(=O)N1c1ccc(F)cc1 (configuration not stated)	-0.5	15.5	2.0
Cc1nc(CC(=O)N2CCN(S(=O)(=O)c3ccccc3C#N)CC2)cs1	-1.9	-5.5	5.4
O=C(Nc1ccc(N2CCOCC2)cc1)C1CC1	0.3	-7.8	0.7
CCC1CCCCN1C(=O)CSc1nnc(CNC(=O)c2cc(OC)c(OC)c(OC)c2)o1 (configuration not stated)	-0.2	-4.6	14.6
Cc1cc(C)c(C#N)c(SCC(=O)Nc2ccccc2C(N)=O)n1	-1.4	-3.8	-6.8
COc1ccc(CSc2nnc(Cc3sc(-c4ccccc4)nc3-c3ccccc3)o2)cc1	-0.7	4.2	15.9
CCn1c(SCC(=O)N2CCCC(C)C2)nnc1-c1ccc(S(=O)(=O)N2CCN(C)CC2)cc1 (configuration not stated)	4.2	2.7	-2.1
COc1ccc(OC)c(CNC(=O)CCNC(=O)Cn2ccc3ccccc3c2=O)c1	-2.5	3.2	-2.2
CCC(C)(C)n1nnnc1C(c1cc2ccc(OC)cc2[nH]c1=O)N1CCc2ccccc2C1 (configuration not stated)	-2.2	-2.8	4.8
Cc1ccc(SCc2nc3ccccc3[nH]2)cc1	9.8	4.1	-10.5
CCOC(=O)/C(C(N)=NC(C)C)=C(\O)c1ccccc1	2.6	-1.6	9.4
COc1cc(C2N3CC4(C)CN2CC(C)(C3)C4)ccc1O (configuration not stated)	-1.6	35.0	-0.5
CCOC(=O)c1cccc2c1-c1ccccc1/C2=N/O	6.0	21.9	-0.9

Profiles from above. Order of values: PglD inh	PGC1a acetyl inh	FN deposit inh
CCOC(=O)/C(C(N)=NC(C)C)=C(\O)c1ccccc1 in the list: 2.6	-1.6	9.4
COc1ccc(CSc2nnc(Cc3sc(-c4ccccc4)nc3-c3ccccc3)o2)cc1 in the list: -0.7	4.2	15.9
CCn1c(SCC(=O)N2CCCC(C)C2)nnc1-c1ccc(S(=O)(=O)N2CCN(C)CC2)cc1 (configuration not stated) in the list: 4.2	2.7	-2.1
O=C1CC(N2CCN(c3cccc(C(F)(F)F)c3)CC2)C(=O)N1c1ccc(F)cc1 (configuration not stated) in the list: -0.5	15.5	2.0

Some entries already given, showing only PGC1a acetyl inh.
SMILES | PGC1a acetyl inh
O=C(Nc1ccc(N2CCOCC2)cc1)C1CC1 | -7.8
CCOC(=O)/C(C(N)=NC(C)C)=C(\O)c1ccccc1 | -1.6
CCC(C)(C)n1nnnc1C(c1cc2ccc(OC)cc2[nH]c1=O)N1CCc2ccccc2C1 (configuration not stated) | -2.8
Cc1nc(CC(=O)N2CCN(S(=O)(=O)c3ccccc3C#N)CC2)cs1 | -5.5

Compound activity deposited in PubChem by Broad Institute.

Some of the compounds tested (hit frequency here may not be typical).
